# Tb PGK inh: qHTS Assay to Find Inhibitors of Phosphoglycerate Kinase; 0.043% of 380,000 active; Potency, µM (titrated, usually from 57.5 µM), for the others: top-dose activity change, negative = inhibition, hits mostly inhibitors; AID 602233, 2012; PGK/GAPDH coupled, Kinase-Glo luminescence, 60 min; Phosphoglycerate kinase, glycosomal (Trypanosoma brucei brucei), P07378; also: potency is read from the fitted curve at half-maximal effect; % is scaled to controls: 0 for no effect and ±100 for the full control effect; nearly all actives have a fitted effect of over 60% in size
# Target sequence (P07378 whole entry, looked up): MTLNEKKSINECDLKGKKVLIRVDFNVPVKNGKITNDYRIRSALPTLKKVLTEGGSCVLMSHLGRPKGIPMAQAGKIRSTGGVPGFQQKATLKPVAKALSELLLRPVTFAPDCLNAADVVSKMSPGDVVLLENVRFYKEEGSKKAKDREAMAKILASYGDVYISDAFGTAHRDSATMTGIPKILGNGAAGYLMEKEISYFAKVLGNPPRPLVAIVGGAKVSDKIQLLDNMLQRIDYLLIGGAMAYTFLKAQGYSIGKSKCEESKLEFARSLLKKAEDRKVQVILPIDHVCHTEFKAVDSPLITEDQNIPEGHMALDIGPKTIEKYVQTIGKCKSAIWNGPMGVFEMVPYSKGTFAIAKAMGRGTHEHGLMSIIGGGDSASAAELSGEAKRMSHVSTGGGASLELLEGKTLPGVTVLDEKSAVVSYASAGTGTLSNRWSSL
#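 Luminescent ATP detection (Kinase-Glo Plus) follows a 60-minute room-temperature incubation, with wells lacking PGK as controls. Buffer: 100 mM TEA (pH 7.6), 5 mM MgCl2, 0.01% Tween-20. Coupling enzyme GAPDH (100 nM final) supplies unstable 1,3-BPG in-well.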
# APEX1 inh: qHTS Assay for Inhibitors of the Human Apurinic/apyrimidinic Endonuclease 1 (APE1). DNA repair nuclease/redox regulator APEX1 (Homo sapiens), P27695. recombinant APE1, TAMRA/BHQ-2 abasic DNA cleavage fluorescence. Potency, µM (highest dose often 65.8 µM), inactives show top-dose activity change, negative = inhibition, usual class: inhibitors. 0.35% of 350,000 active. AID 2517, 2012;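 also: potency is read from the fitted curve at half-maximal effect; plate controls were vehicle for no effect and reference inhibitor for full effect; nearly all actives have a fitted effect of over 55% in size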
# Target sequence (P27695 whole entry, looked up): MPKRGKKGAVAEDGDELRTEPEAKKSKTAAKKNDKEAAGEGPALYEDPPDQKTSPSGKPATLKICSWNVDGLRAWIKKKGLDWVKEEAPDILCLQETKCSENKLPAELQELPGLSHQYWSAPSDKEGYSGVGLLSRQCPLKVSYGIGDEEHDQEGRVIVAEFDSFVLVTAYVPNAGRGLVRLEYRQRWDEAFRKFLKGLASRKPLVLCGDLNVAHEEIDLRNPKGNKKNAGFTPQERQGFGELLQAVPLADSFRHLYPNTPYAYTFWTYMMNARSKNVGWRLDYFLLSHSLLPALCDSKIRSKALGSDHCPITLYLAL
#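 APE1 at 0.75 nM preincubated 15 min at room temperature with compound. Reaction then started with 50 nM double-stranded THF-abasic substrate labelled with TAMRA/BHQ-2, and 525/598 nm fluorescence read kinetically. Activity taken as third-minus-first read difference, normalized to DMSO and NSC13755 controls.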
# Pol iota inh: qHTS for Inhibitors of Polymerase Iota; 1% of 390,000 active; Pol iota fluorescent replication assay, 10 min; DNA polymerase iota (Homo sapiens), Q9UNA4; Potency, µM (top dose mostly 115 µM), inactives show at the top dose activity, negative = inhibition, usual class: inhibitors; also: potency is read from the fitted curve at half-maximal effect
#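 Fluorescent replication assay read twice, at 0 min and 10 min after adding 50 nM (final) substrate. Enzyme (10 nM) and compounds were first incubated 15 min at room temperature; enzyme-free buffer wells were negative controls.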
# BLM helicase inh: qHTS Assay for Inhibitors of Bloom's syndrome helicase (BLM). AID 2528, 2010. RecQ-like DNA helicase BLM (Homo sapiens), P54132. 0.2% of 350,000 active. recombinant BLM DNA unwinding, fluorescence dequenching. Potency, µM (highest dose often 56.1 µM), without a hit: at the top dose activity change, negative = inhibition, usual class: inhibitors;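 also: potency is read from the fitted curve at half-maximal effect; plate controls were vehicle for no effect and no enzyme for full effect; nearly all actives have a fitted effect of over 35% in size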
# POLB inh: qHTS Assay for Inhibitors of DNA Polymerase Beta; P06746; Pol beta primer extension/strand displacement, fluorescence kinetic; Potency, µM (doses to about 114 µM), without a hit: at the top dose activity change, negative = inhibition, actives largely listed as inhibitors; 1.3% of 340,000 active; also: potency is read from the fitted curve at half-maximal effect; % is scaled to controls: 0 for no effect and ±100 for the full control effect
#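 Human Pol beta at 10 nM; strand-displacement substrate 50 nM final. Compound exposure 15 min at room temperature before start, reaction 10 min at room temperature.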
# Pol kappa inh: qHTS for Inhibitors of Polymerase Kappa | 0.53% of 400,000 active | AID 588579, 2011 | Potency, µM (highest dose often 107 µM), without a hit: at the highest dose activity, negative = inhibition, actives largely listed as inhibitors | purified Pol kappa, fluorescent DNA synthesis assay, 10 min; also: potency is read from the fitted curve at half-maximal effect; % is scaled to controls: 0 for no effect and ±100 for the full control effect
#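 Inhibition of 10 nM Pol kappa is measured by a fluorescent read-out at 0 and 10 min following addition of 50 nM substrate (final), with a 15-min room-temperature compound preincubation.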
# Pol eta inh: qHTS for Inhibitors of Polymerase Eta. DNA polymerase eta (Homo sapiens), Q9Y253. recombinant Pol eta, fluorescent DNA replication assay. Potency, µM (top dose mostly 114 µM), without a hit: top-dose activity change, negative = inhibition, hits mostly inhibitors. 1.2% of 390,000 active; also: potency is read from the fitted curve at half-maximal effect; % is scaled to controls: 0 for no effect and ±100 for the full control effect
#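 Fluorescent replication assay: 50 nM final substrate added after a 15 min room-temperature compound preincubation with 10 nM enzyme. Signal taken at 0 min and again at 10 min.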
# Apoferritin bind: qHTS Assay for Identification of Novel General Anesthetics; apoferritin/1-aminoanthracene competitive binding, fluorescence; 0.074% of 350,000 active; Potency, µM (doses to about 77.5 µM), for the others: top-dose activity change, negative = displacement, usual class: inhibitors; also: potency is read from the fitted curve at half-maximal effect; % is scaled to controls: 0 for no effect and ±100 for the full control effect; nearly all actives have a fitted effect of over 20% in size
# Target sequence (P02791 2-175 limits assumed): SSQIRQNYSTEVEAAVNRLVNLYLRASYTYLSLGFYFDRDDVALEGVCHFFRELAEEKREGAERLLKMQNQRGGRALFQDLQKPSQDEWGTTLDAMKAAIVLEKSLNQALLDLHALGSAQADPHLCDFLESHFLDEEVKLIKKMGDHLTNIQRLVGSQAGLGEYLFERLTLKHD
#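 Steps: apoferritin (10 uM) was premixed with half-saturated 1-AMA in PBS, compounds were pin-transferred, plates stood 10 min at room temperature, fluorescence was read at 380/535 nm, and curves were fitted with a Hill equation.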
# RXFP1 antag: qHTS Assay for Antagonists of the Relaxin Receptor RXFP1; Relaxin receptor 1 (Homo sapiens), Q9HBX9; HEK293-RXFP1, relaxin-stimulated cAMP HTRF, 30 min; stronger effect = lower value; activity change, negative = inhibition, % at 57.5 µM; 0.59% of 350,000 active;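 active = activity change of -60% or lower, but not beyond a set lower limit; inconclusive = change between -60% and -40%, or beyond the set limit; inactive = change above -40%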; also: % is scaled to controls: 0 for no effect and ±100 for the full control effect
# Numbers without * were called inactive; i = inactive; ? = inconclusive; · = no result given; [ ] = another dose, or the depositor's remark. Unless noted, calls follow the shape of the dose curve; as a rule, active = well fitted curve in the direction sought with a large enough effect; inconclusive = small, poorly fitted or top-dose-only effect, or another doubt; inactive = no such curve, though single readings can be large; an effect the other way counts as inactive or inconclusive.
SMILES,Tb PGK inh,APEX1 inh,Pol iota inh,BLM helicase inh,POLB inh,Pol kappa inh,Pol eta inh,Apoferritin bind,RXFP1 antag
Cc1ccc(NC(=S)Nc2ccc(F)cc2)cc1,-25%,10%,-16%,-4%,40%,-5%,-2%,-1%,-5
CCCCNc1ncnc2c1nnn2C,1%,·,-12%,2%,-16%,-7%[60.1 µM],-8%,-16%,5
CCCCCn1c(NCc2ccccc2OC)nc2ccccc21,9%,·,0%,-6%,4%,-11%,?,?,-20
COC(=O)c1ccc2nccnc2c1,2%,0%,-9%[58.9 µM],-1%,-9%,-1%,-1%,6%,-2
Cn1c(COc2ccccc2)nnc1SCC(=O)Nc1ccc(S(N)(=O)=O)cc1,4%,2%,14%,-5%,2%,-13%,-12%,-16%,-3
Cc1ccc(N2CCN(C(=O)N3CCOCC3)CC2)c(C)c1,i,-1%,70%[activator],-1%,1%,0%,-11%,-3%,-12
Cc1noc2ncnc(N3CCCC(C(=O)NCCC(C)C)C3)c12 (stereo not given),-9%,·,20%,4%,0%,3%,-10%,3%,-4
COc1ccccc1NS(=O)(=O)c1ccc(N/N=C(\C)C(C)C)c([N+](=O)[O-])c1,-5%,-3%,-12%,-2%,0%,0%,-22%,-2%,-13
CN1CC(=O)N(CC(=O)N2N=C(c3ccc(Cl)cc3)CC2c2ccco2)C1=O (stereo not given),-5%,8%,162%[activator],-4%,-21%,-6%,-18%,?,-9
C=CCn1c(SCC(=O)Nc2ccc(NC(C)=O)cc2)nc2sc(C)c(C)c2c1=O,-7%,-19%,?,·,·,-7%,-12%,·,-4
NC(=O)c1ccsc1NC(=O)COC(=O)CNC(=O)c1ccc(F)cc1,0%,-29%,?,·,·,?,?,·,-1
O=C1C2ON(c3ccc(Br)cc3)C(c3cccnc3)C2C(=O)N1C1CCCCC1 (stereo not given),-4%,-5%,-8%,-1%,?,4%,-6%,2%,-11
Cc1ccc(C2CC(c3ccccc3)=NN2C(=O)CSc2nnc(-c3ccncc3)n2C)o1 (stereo not given),i,8%,9%,6%,?,1%,5%,-7%,·
CCCCOc1ccc(OC(=O)Nc2cc(Cl)ccc2OC)cc1,i,4%,-5%,-11%,4%,3%,-16%,-6%,0
O=C(C1CCN(C2CCN(Cc3ccsc3)CC2)CC1)N1CCOCC1,i,25%,7%,-1%,-21%,-15%,-20%,-8%,-2

# Some of the entries so far, with values under each structure:
# Below each SMILES: Tb PGK inh | APEX1 inh | Pol iota inh | BLM helicase inh | POLB inh | Pol kappa inh | Pol eta inh | Apoferritin bind | RXFP1 antag
> Cc1ccc(NC(=S)Nc2ccc(F)cc2)cc1
    -25% | 10% | -16% | -4% | 40% | -5% | -2% | -1% | -5
> CCCCNc1ncnc2c1nnn2C
    1% | · | -12% | 2% | -16% | -7%[60.1 µM] | -8% | -16% | 5
> CCCCCn1c(NCc2ccccc2OC)nc2ccccc21
    9% | · | 0% | -6% | 4% | -11% | ? | ? | -20
> COC(=O)c1ccc2nccnc2c1
    2% | 0% | -9%[58.9 µM] | -1% | -9% | -1% | -1% | 6% | -2
> Cn1c(COc2ccccc2)nnc1SCC(=O)Nc1ccc(S(N)(=O)=O)cc1
    4% | 2% | 14% | -5% | 2% | -13% | -12% | -16% | -3
> Cc1ccc(N2CCN(C(=O)N3CCOCC3)CC2)c(C)c1
    i | -1% | 70%[activator] | -1% | 1% | 0% | -11% | -3% | -12
> Cc1noc2ncnc(N3CCCC(C(=O)NCCC(C)C)C3)c12 (stereo not given)
    -9% | · | 20% | 4% | 0% | 3% | -10% | 3% | -4
> COc1ccccc1NS(=O)(=O)c1ccc(N/N=C(\C)C(C)C)c([N+](=O)[O-])c1
    -5% | -3% | -12% | -2% | 0% | 0% | -22% | -2% | -13
> CN1CC(=O)N(CC(=O)N2N=C(c3ccc(Cl)cc3)CC2c2ccco2)C1=O (stereo not given)
    -5% | 8% | 162%[activator] | -4% | -21% | -6% | -18% | ? | -9
> C=CCn1c(SCC(=O)Nc2ccc(NC(C)=O)cc2)nc2sc(C)c(C)c2c1=O
    -7% | -19% | ? | · | · | -7% | -12% | · | -4
> NC(=O)c1ccsc1NC(=O)COC(=O)CNC(=O)c1ccc(F)cc1
    0% | -29% | ? | · | · | ? | ? | · | -1
> O=C1C2ON(c3ccc(Br)cc3)C(c3cccnc3)C2C(=O)N1C1CCCCC1 (stereo not given)
    -4% | -5% | -8% | -1% | ? | 4% | -6% | 2% | -11

# Further structures follow:
SMILES,Tb PGK inh,APEX1 inh,Pol iota inh,BLM helicase inh,POLB inh,Pol kappa inh,Pol eta inh,Apoferritin bind,RXFP1 antag
O=C1/C(=C\c2ccc(Br)o2)SC(=Nc2ccccc2)N1c1ccccc1,-6%,?,?,-13%,0.4µM*,?,-28%,-16%,-32
Cc1cc(S(=O)(=O)NCC(=O)O)ccc1F,-5%,3%,-8%,1%,-1%,0%,-18%,0%,0
COc1ccc(S(=O)(=O)N2CCC(C(=O)N3CCc4ccccc4C3)CC2)cc1,-10%,-5%,-12%,-9%,2%,8%,-11%,-2%,-13
O=C(O)C1C2CCCCC2=C2CCCCC2C1C(=O)c1ccccc1 (stereo not given),-8%,0%,-2%,-2%,20%,-6%,9%,-14%,6
Cc1cc2ccccc2c(=O)[nH]1,-8%,2%,18%,-1%,4%,-4%[60.1 µM],-10%,-1%,6
O=C(c1cccc(Cl)c1)N1CCCC(C(=O)N2CCCCCC2)C1 (stereo not given),-9%,15%,27%,0%,21%,-9%,10%,-6%,-13
CCCCN(C(=S)NC(=O)c1cc(OC)c(OC)c(OC)c1)c1c(N)n(Cc2ccccc2)c(=O)[nH]c1=O,5%,0%,10%,-4%,31%,-4%,-13%,-16%,25
COc1cc([N+](=O)[O-])ccc1NC(=O)NNC(=O)CCc1ccccc1,-8%,-3%,49%[activator],0%,28%,-3%,-15%,?,-4
CCCCNC(=S)NNC(=O)c1nn(C)cc1Cl,-6%,7%,15%,4%,-4%,-1%,17%,-2%,0
Cc1ccc(Cn2c(=O)n(CCCCC(=O)NCc3ccc4c(c3)OCO4)c(=O)c3ccccc32)cc1,7%,·,3%,-8%,10%,-18%,-10%,3%,·
Cc1cc(=O)[nH]c(SCC(=O)Nc2nc(-c3ccccc3)cs2)n1,2%,-2%,3%,-2%,-18%,-6%,?,?,-13
CCn1c(C)cc(/C=C2/SC(=O)N(CC(=O)N3CCCC3)C2=O)c1C,5%,-13%,107%[activator],-5%,17%,-3%,-12%,-12%,-3
O=C(C1CCN(S(=O)(=O)c2cccc3cccnc23)CC1)N1CCN(c2ccccc2)CC1,-11%,2%,26%,0%,-19%,0%,-14%,-9%,·
CC1CCCN(S(=O)(=O)c2csc(C(N)=O)c2)C1 (stereo not given),-2%,2%,26%,-1%,15%,4%,-9%,-1%,1
COc1cc(/C=C/C(=O)C2C(=O)C=C(C)OC2=O)cc(OC)c1O (stereo not given),-5%,-3%,?,0%,-10%,-31%,-3%,7%,-5
O=C(COc1ccc(S(=O)(=O)N2CCOCC2)cc1Cl)NCc1ccccn1,-4%,11%,17%,1%,2%,-8%,-12%,-13%,-2
COC(=O)c1cc(S(=O)(=O)N2CCCCCC2)c[nH]1,6%,-2%,20%,-2%,34%,-4%,-17%,?,·
Cc1csc(CN(C)C(=O)CC2C(=O)NCCN2Cc2ccc(Cl)c(F)c2)n1 (stereo not given),-2%,91%[activator],9%,1%,-1%,-7%,1%,-10%,0
c1ccc(-c2nnc3sc(-c4ccncc4)nn23)cc1,-3%,?,18%,0%,12%,-8%,0%,-3%,5
Cc1ccc(S(=O)(=O)N2CC(C(=O)O)Oc3ccccc32)cc1 (stereo not given),1%,8%,8%,-1%,23%,-26%,0%,-3%,22
CS(=O)(=O)N1CCCC(C(=O)Nc2c(F)cccc2F)C1 (stereo not given),-10%,13%,115%[activator],-6%,3%,-18%,4%,-7%,8
COc1ccccc1Nc1ccc([N+](=O)[O-])cn1,-1%,-15%,13%,-3%,4%,7%,-15%,?,-5
Cn1c(CCc2ccc(N)cc2)nc2ccccc21,-20%,3%,?,1%,25%,-16%,-15%,-9%,6
Cc1ccc2c(c1)C1(OCCO1)C(=O)N2,8%,2%,8%,0%,-27%,-2%,3%,-9%,0
CCCn1c(=N)c(C#N)cc2c(=O)n3cccc(C)c3nc21,·,-1%,·,-2%,2%,·,·,2%,·
CC(C)N(c1ccccc1)c1ncnc(NCCC(=O)O)c1[N+](=O)[O-],i,0%,11%,-9%,-1%,4%,-12%,-8%,-13
COc1ccc(NC(=O)CSc2nnc(Cc3ccccc3)o2)c(OC)c1,-9%[11.5 µM],28%,9%,0%,17%,-4%,-10%,-14%,7
COC(=O)c1ccc(N=NNc2ccccc2)cc1,0%,2%,27%,-5%,0%,-4%,-1%,-1%,-12
Cc1ccc(CN(Cc2ccco2)C(=O)COc2ccc(Cl)cc2Cl)cc1,-5%,·,29%,-10%,-1%,-25%,-10%,123%[activator],·
O=C(Nc1ccc(NC(=S)NC(=O)c2ccco2)cc1)c1ccccc1,i,-3%,9%,-2%,11%,-18%,-3%,-9%,-33
CCN(CC)CCCNC(=S)N(Cc1cccnc1)Cc1cc2cc(C)ccc2[nH]c1=O,i,6%,5%,34%[activator],7%,-14%,-2%,3%,2

# Not all compounds are listed; rates above refer to the full screens.
